EBI2 block – antagonists of human EBI2 receptor | P32249 | EBI2 beta-arrestin recruitment, luminescence, 7a,25-OHC stimulated | inhibition, % at 5 µM | actives 0.81% (n = 360,000); in the data active = inhibition above about 38%;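 also: enzyme fragment complementation signal reports receptor beta-arrestin coupling in cells; 0% = agonist plus DMSO wells and 100% = wells without agonist; some results beyond the cut were filed as inactive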
Gli-Sufu antag – antagonists of Gli-Sufu signaling; Sufu-KO-LIGHT fibroblasts, Gli luciferase reporter luminescence; inhibition, % at 5 µM; actives 0.74% (n = 340,000); AID 588413;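 active = inhibition above about 55%, limit read from the data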;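 also: 0% = DMSO-treated cells and 100% = wells with medium but no cells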
NR3A LBD binder – NR3A (human) ligand-binding domain modulation | Tm shift relative to glycine control, % at 25 µM | NR3A LBD differential scanning fluorimetry, Tm shift; 0% = protein alone, 100% = glycine-bound protein | AID 1259313 | actives 2.5% (n = 340,000);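 active = melting temperature shift of at least 10% of the positive control shift, at one fixed dose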
A3A deaminase – inhibitors of human APOBEC3A DNA deaminase | P31941 | recombinant A3A, FAM/TAMRA ssDNA deamination fluorescence | inhibition, % at 20 µM | actives 0.41% (n = 330,000) | AID 493011;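 active = at least 40% inhibition at 20 µM here, with at most 30% in a related deaminase screen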;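 also: plate controls were A3A with DMSO for no effect and wells lacking A3A enzyme for full effect; some results filed as inactive read as strong as hits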
Target sequence (P31941 whole entry, looked up): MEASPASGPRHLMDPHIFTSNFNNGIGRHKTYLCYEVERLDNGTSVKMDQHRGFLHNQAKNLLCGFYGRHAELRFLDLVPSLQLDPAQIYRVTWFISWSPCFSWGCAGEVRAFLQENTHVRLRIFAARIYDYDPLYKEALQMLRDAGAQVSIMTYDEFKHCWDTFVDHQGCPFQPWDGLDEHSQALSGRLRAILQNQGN
A3G deaminase – blocks human APOBEC3G single-stranded DNA deamination | Q9HC16 | recombinant A3G, ssDNA deamination FAM/TAMRA fluorescence | inhibition, % at 20 µM | actives 0.28% (n = 330,000) | AID 493012;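 active = inhibition of at least 40% at 20 µM, with no more than 30% in the related APOBEC3A deaminase screen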;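 also: plate controls were DMSO wells with A3G for no effect and wells lacking A3G enzyme for full effect; some compounds called inactive have numbers as strong as hits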
Target sequence (Q9HC16 whole entry, looked up): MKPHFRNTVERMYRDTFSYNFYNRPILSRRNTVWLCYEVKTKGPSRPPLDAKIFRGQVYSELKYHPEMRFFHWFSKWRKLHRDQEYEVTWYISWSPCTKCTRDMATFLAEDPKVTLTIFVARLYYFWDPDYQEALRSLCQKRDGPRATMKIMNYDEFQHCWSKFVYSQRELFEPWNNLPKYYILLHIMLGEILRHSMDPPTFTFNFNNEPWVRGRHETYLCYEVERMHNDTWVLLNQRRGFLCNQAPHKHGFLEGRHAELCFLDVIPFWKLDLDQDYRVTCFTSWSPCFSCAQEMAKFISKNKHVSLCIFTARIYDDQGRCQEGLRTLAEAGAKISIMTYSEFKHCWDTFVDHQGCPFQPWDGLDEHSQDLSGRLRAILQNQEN
CCR6 antagonist – CCR6 (human) receptor antagonism. inhibition, % at 20 µM. P51684. CHO-K1 CCR6 PathHunter beta-arrestin, luminescence, CCL20-stimulated. actives 0.49% (n = 340,000);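 active = compounds whose inhibition of the agonist-driven luminescence signal at 20 µM reaches about 50%, limit read from the data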;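 also: cells stimulated with CCL20 at 14 nM final; plate controls were DMSO with CCL20 for no effect and DMSO without agonist for full effect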
Target sequence (P51684 whole entry, looked up): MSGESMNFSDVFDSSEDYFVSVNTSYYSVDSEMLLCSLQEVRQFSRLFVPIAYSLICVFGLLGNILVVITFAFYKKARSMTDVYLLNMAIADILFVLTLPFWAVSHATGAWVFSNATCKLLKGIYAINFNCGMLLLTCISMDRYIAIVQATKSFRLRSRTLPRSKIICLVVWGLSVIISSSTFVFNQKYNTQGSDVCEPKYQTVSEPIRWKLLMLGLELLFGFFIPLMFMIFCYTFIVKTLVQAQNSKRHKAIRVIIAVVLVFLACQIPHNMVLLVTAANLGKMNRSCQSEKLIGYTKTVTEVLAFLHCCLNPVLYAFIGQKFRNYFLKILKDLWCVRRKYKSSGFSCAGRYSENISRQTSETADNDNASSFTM
MPTP inh – inhibitors of mitochondrial permeability transition pore; isolated mouse mitochondria, Ca2+ swelling absorbance, 30 min; inhibition, % at 10 µM; actives 1.4% (n = 360,000); AID 602449;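 active = inhibition of 50% or more, scaled per plate between neutral and stimulator controls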;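 also: 0% = DMSO wells given calcium and 100% = 1 mM EGTA wells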
CXCR6 inh – blocks human CXCR6 beta-arrestin recruitment. O00574. AID 602244. inhibition, % at 20 µM. actives 0.36% (n = 360,000). CHO-K1 PathHunter CXCR6 beta-arrestin, luminescence; in the data active = inhibition above about 34%, passing the limit was not always enough;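 also: antagonist mode with CXCL16 agonist at 10 nM final; 0% = 10 nM CXCL16 with DMSO and 100% = unstimulated wells without agonist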
An asterisk follows results filed as active; · = not tested or not shown. No enrichment for hits; 5.8% or so of the library scored in one or more.

Each structure is followed by: EBI2 block, Gli-Sufu antag, NR3A LBD binder, A3A deaminase, A3G deaminase, CCR6 antagonist, MPTP inh, CXCR6 inh
CCCCOc1ccc(C(=O)NN2C(=O)NC3(CCCCC3)C2=O)cc1OC
    5, -11, 0, 1, -7, 12, -0.7, -2
O=C(CCCNC(=O)/C(=C\c1ccc(F)cc1)NC(=O)c1ccccc1)OCc1ccccc1
    2, 24, 0, -1, -2, -6, 10, 7
CCOC(=O)c1c(NCCN(C)C)c2ccccc2[nH]c1=O
    -8, -22, 0, -1, -1, -4, 0.0, 2
Clc1ccc(/C=N/NC2=Nc3cccc4cccc2c34)cc1
    29, -74, -9, 1, 0, 11, 6.1, 2
Cc1ccc2cc(CN(CCCO)S(=O)(=O)c3cccc4nsnc34)c(=O)[nH]c2c1
    -15, -86, -1, -1, -6, -31, 3.5, -12
O=C(CC1OC(=O)c2ccccc21)NNC(=O)c1ccc(F)cc1 (stereo not given)
    -5, 2, 0, -5, -7, 6, -2.2, -7
Cc1ccc(SCC(=O)NC(=O)Nc2ccc3c(c2)OCCO3)c(C)c1
    1, 7, 0, -2, -9, 3, 1.1, -7
C[C@@H]1NS(=O)(=O)[C@H]2C[C@@H]3C=C[C@]2(O3)[C@H]1OC(=O)c1ccccc1Br
    -11, -6, 2, 0, -7, -4, -2.0, 6
Cc1nnc2n(c1=O)C(CS(=O)(=O)c1ccc3ccccc3c1)CS2 (stereo not given)
    -2, 4, -2, 4, -2, -8, 0.0, -7
COc1ccc(NC(=O)CSc2nnc(Cc3cccn3C)n2CCc2ccccc2)c(OC)c1
    19, 0, 1, -8, -7, 28, -1.5, 5
COc1ccc(C2C(C#N)=C(N)Oc3cc(N)ccc32)cc1OC (stereo not given)
    -2, -23, -4, -1, -3, 8, 1.4, 4
CCC(C)(C)NC(=O)C(c1ccco1)N(C(=O)Cn1nnc2ccccc21)c1ccc2c(c1)OCO2 (stereo not given)
    -4, 4, -1, -3, -8, 8, -1.3, 3
CCOc1ccc(NC(=O)c2ccc(NC(=O)COC(=O)c3ccc(NC(=O)CC#N)cc3)cc2)cc1
    2, -40, 9, 30, 66*, 12, 0.5, 7
O=c1[nH][nH]c(=O)c2c1[nH]c(=S)n2Cc1ccccc1
    -8, 11, -2, ·, ·, 8, -0.3, 1
Cc1ccc(Cl)c(NC(=O)COC(=O)c2cc[n+]([O-])cc2)c1Cl
    7, -9, 0, 6, 1, 13, 0.0, 3
CCC(C)NC(=O)c1ccc(C)c(NC(=O)C2=C(C)OCCS2)c1 (stereo not given)
    -9, 6, 0, -6, -12, 7, -0.3, -1
CC12CCC(=O)N1C(C(=O)NCCN1C(=O)S/C(=C\c3ccc(F)cc3)C1=O)CS2 (stereo not given)
    15, -1, 0, 8, -7, 1, -2.9, -16
OCCCn1c(C2CCCN2c2nc(-c3ccc(Cl)cc3)cs2)nc2cc(Cl)c(N3CCCCC3)cc21 (stereo not given)
    -7, 8, -3, -2, -5, -5, 1.3, 2
COC(=O)c1cc(O)c(OCc2ccccc2)c(O)c1
    -5, -28, 3, -5, -11, 8, -0.7, 1
Cc1cccc(C)c1NC(=O)CN(C)CC(=O)Nc1sc2c(c1C(N)=O)CCC2
    -4, 16, 0, -3, -4, 16, -0.2, 0
CCN(C(=O)CSc1nnc(-c2ccccc2Br)o1)C1CCS(=O)(=O)C1 (stereo not given)
    -2, -5, -1, 1, -5, -2, -0.1, 5
CCC1(c2ccc(F)cc2)NC(=O)N(CC(=O)N2CCOCC2)C1=O (stereo not given)
    -1, -6, -1, 2, 1, -4, -5.3, 9
CC(NS(=O)(=O)c1ccccc1)C(=O)Nc1nccs1 (stereo not given)
    -6, 7, 2, 0, -4, -3, -0.7, -13
O=C1/C(=N\S(=O)(=O)c2cccs2)C([n+]2ccc(CCCc3ccccc3)cc2)=C([O-])c2ccccc21
    3, 3, 4, 2, -4, -10, 1.3, -17
COc1ccc(S(=O)(=O)N(C)CC(=O)Nc2ccccc2OC)cc1
    -1, 3, 8, -2, -7, 12, -0.4, 3
COc1cccc(NC(=O)CN(C)C(=O)CCNC(=O)c2ccccc2Cl)c1
    8, -6, 2, -2, -6, 6, -0.7, -2
CSc1ccc(CN(C)C(=O)CNC(=O)c2ccc3c(c2)OCO3)cc1
    -9, -10, -2, 1, -2, -5, -0.7, 1
COCc1nc2ccccc2n1Cc1ccccc1
    -11, -8, 1, 2, -3, 0, 1.3, 10
O=C1COc2ccc(C(=O)CSc3nnc(NCc4ccccc4)s3)cc2N1
    12, -11, -1, -6, -6, -1, 5.4, -6
O=C(COC(=O)c1cc(S(=O)(=O)Nc2ccccc2Cl)ccc1O)Nc1ccc(F)c(F)c1F
    -5, 7, 4, 0, -7, 9, 68*, 4
O=C(NC1=NCCS1)c1cc(Cl)ccc1Cl
    -8, -2, -1, 1, -4, -5, -2.2, -4
Cc1ccc2oc(=O)ccc2c1
    0, -108, 0, ·, ·, 4, -0.7, -8
C[C@H](NC(=O)NCc1ccc(F)cc1)C(=O)O
    -19, 1, -1, 3, -2, -1, -11, -4
CC1(C)CC(=O)c2sc(NC(=O)CN3C(=O)CCC3=O)nc2C1
    -11, -3, -1, 0, -2, 2, 0.3, -4
CCOc1ccccc1C(=O)Nc1ccsc1C(=O)OC
    4, -5, 14*, ·, ·, 2, 1.8, 7
CCOc1ccc2nc(SCc3ccccc3C#N)sc2c1
    11, -91, 2, -1, -5, 0, -0.9, 2
COc1ccc(/C=N/NC(=O)C(=O)N2CCCCCC2)cc1[N+](=O)[O-]
    1, -4, -3, -4, -4, 4, -1.0, 1
Nc1cc2c(cc1Cl)-c1ccccc1C2=NO
    3, -27, 34*, ·, ·, 3, 2.1, 12
Cc1ccccc1OCC(=O)NC1=NCCS1
    -5, -84, 0, -1, -4, 9, 1.0, 0
COc1ccc(NS(=O)(=O)c2ccc3c(c2)CCO3)cc1
    -2, 7, 1, 0, -3, 4, 9.9, 2
COc1ccc(CN(C)C(=O)c2cc(-c3ccc(OC)c(OC)c3)nc3ccccc23)c(OC)c1
    1, -4, -3, 1, 13, 3, -1.6, -21
O=c1c2ccccc2nnn1CSc1nnc(-c2cccc(S(=O)(=O)N3CCCCC3)c2)o1
    8, 10, 2, 0, -7, 17, 1.4, 7
CC(C)c1ccc(N(C)C(=O)Cc2c(C(=O)O)n(C)c3ccccc23)cc1
    -1, 11, 3, -1, -2, -6, 0.1, -1
CC(OC(=O)c1cccs1)C(=O)NCc1cccs1 (stereo not given)
    6, -3, 0, -3, -4, 13, -0.2, -12
CN(CC(=O)Nc1ccc(F)cc1)C(=O)COC(=O)Cc1cccs1
    -1, -6, 1, 0, -14, 6, -0.6, -4
N/C(=N/O)c1nc(N2CCCC2)nc(N(c2ccccc2)c2ccccc2)n1
    0, 12, 1, -2, -5, 25, 0.8, 5
c1ccc(NN=C2c3ccccc3-c3ccccc32)cc1
    -5, -6, 0, ·, ·, 6, 5.8, 6
CC(C)n1c(SCC(=O)N2c3ccccc3Sc3ccccc32)nc2c1c(=O)n(C)c(=O)n2C
    22, 9, -3, ·, ·, 24, 0.5, 8
CCOc1ccc(N(CC(=O)NCc2cccs2)S(=O)(=O)c2c(C)noc2C)cc1
    -3, -7, 0, 1, -6, 11, 0.4, 0
CC(C)Sc1nc2ccc(Br)cc2[nH]1
    3, -12, -1, 1, -4, 14, 0.2, 0

(cont.)
Each structure is followed by: EBI2 block, Gli-Sufu antag, NR3A LBD binder, A3A deaminase, A3G deaminase, CCR6 antagonist, MPTP inh, CXCR6 inh
O=C(c1ccccc1)c1cncc(Br)c1
    -7, -7, -2, -5, -5, 10, -0.3, 2
CCN(Cc1nc2ccccc2c(=O)[nH]1)C(=O)CN1C(=O)NC2(CCCCC2C)C1=O (stereo not given)
    -2, 4, 0, -7, -9, 5, -1.2, 5
COc1cc(OC)c(NC(=O)CS(=O)(=O)Cc2nc(-c3ccc(C)cc3)oc2C)cc1Cl
    6, 0, -2, 2, 1, 1, -2.3, -3
CCOc1cc(C2C3=C(CC(C)(C)CC3=O)OC3=C2C(=O)CC(C)(C)C3)cc([N+](=O)[O-])c1O
    -10, -9, -1, -3, -7, -1, -1.6, 11
Cc1cc2cc(CNC(=O)NC3CCCCC3)ccc2n1C
    3, 3, -1, -4, -8, -1, 3.1, 13
O=C(/C(=C\c1ccccc1)c1nc2ccccc2[nH]1)c1ccc(Cl)cc1
    48*, -36, 9, -4, -12, 19, 75*, 8
Cc1cc(OCCCn2ccnc2)cc(C)c1Cl
    -5, 5, 0, -1, -6, -5, -1.4, -3
CCN(CC)S(=O)(=O)c1cccc(-c2nnc(SCC(=O)c3cc(C)n(C)c3C)o2)c1
    16, 18, 0, -1, -3, -6, -2.8, 7
Cc1c(Cl)cccc1NC(=O)CSC(C)c1nc2ccccc2c(=O)[nH]1 (stereo not given)
    3, -2, -1, 2, -4, 13, 0.2, 4
Cc1cc(N/N=C/c2ccccc2)nc(NCc2ccccc2)n1
    11, 22, 9, -5, -6, 6, 12, -11
O=C(CN1CCN(c2ccc(F)cc2)CC1)Nc1ccccc1Br
    1, -24, 2, 1, -2, 10, 0.6, -1
CC(=O)N1CCC(N(C(=O)Nc2ccc(C)c(C)c2)C2CCCC2)CC1
    0, 6, -24, -6, -7, 8, 0.6, -8
COCCCn1c(=O)c2sccc2n2c(CCCC(=O)NCc3ccc(F)cc3)nnc12
    -3, -12, -3, 0, 0, 2, -0.3, 8
COc1ccc2ccccc2c1C(O)c1nccn1C (stereo not given)
    -20, 15, 2, -2, -9, -15, 1.2, -5
COc1ccccc1NS(=O)(=O)c1ccc(C(=O)NCCCN2CCOCC2)cc1
    -8, -5, 0, -2, 7, -5, -0.8, 5
Cc1cc(C)c2c(N)c(S(=O)(=O)Cc3ccccc3)sc2n1
    -9, 3, -1, -1, -6, 7, -0.1, -3
CC(=O)c1ccc(OCC(O)CN(C)Cc2cccs2)cc1 (stereo not given)
    -14, -3, 4, 2, 1, -2, 0.1, -8
Cc1ccc(C(=O)NCC(=O)N2CCCCCCC2)cc1C
    -8, -13, 0, -3, -6, 8, -1.5, -6
CCOC(=O)N1CCN(C(=O)Cn2c(=O)sc3ccccc32)CC1
    -8, 10, -2, -3, -3, -9, -0.2, -2
CN(CC(=O)Nc1nccs1)S(=O)(=O)c1ccc(F)cc1
    -4, 5, -1, -3, -7, 4, -0.8, 7
CCCCn1c(N)c(N(CC(C)C)C(=O)c2ccc(S(=O)(=O)N3CCC(C)CC3)cc2)c(=O)[nH]c1=O
    1, -1, 3, 7, -6, 9, -0.3, -5
